# Screening results deposited in PubChem BioAssay by National Center for Advancing Translational Sciences (NCATS).
# Pin1 inh – blocks the human prolyl isomerase Pin1; Q13526; Pin1 FP peptide displacement, HiFluor488, 10 min; Potency, µM (doses to about 115 µM), for the others: at the highest dose activity, negative = inhibition, usual class: inhibitors; actives 0.009% (n = 390,000); AID 504891; active = well fitted inhibition curve with a large enough effect in the polarisation, with a control signal flat, not every such curve was filed as active; inconclusive = small, poorly fitted or top-dose-only effect, or effect the other way, or a change in a side signal; inactive = no such curve, though single readings can be large or run the other way; the % refers to the polarisation; note: potency is the fitted concentration of half-maximal effect; % is set by controls: 0 for no effect and ±100 for the full control effect
# Target sequence (Q13526 whole entry, looked up): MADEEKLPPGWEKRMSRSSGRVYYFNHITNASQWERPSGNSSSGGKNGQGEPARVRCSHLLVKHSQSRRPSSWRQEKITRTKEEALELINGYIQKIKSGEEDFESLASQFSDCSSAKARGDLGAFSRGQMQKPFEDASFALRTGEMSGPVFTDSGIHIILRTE
# D2 antag – antagonists of human D2 dopamine receptor. actives 2% (n = 340,000). HEK293 TREx D2 cells, calcium flux, dopamine EC80. inhibition, % at 10 µM. P14416; in the data active = inhibition above about 30%; note: 0% is about no effect
#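 Measurement of antagonist activity uses fluorescent calcium dye in inducible HEK293 T-REx D2 cells: 10 s baseline, compound addition with 180 s read, EC80 dopamine addition with a further 180 s read.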
# D2 agonist – agonists of human D2 dopamine receptor; P14416; actives 0.53% (n = 340,000); HEK293 T-REx D2 cells, calcium flux agonist mode; activation, % at 2 µM; AID 485358;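 active = activation over 3 SD above normal in the single-dose calcium agonist read, cut at about 30% in these data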; note: 0% is about no effect
#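 Calcium-flux readout, 1 cycle/sec over 180 s following compound pin transfer, in inducible HEK293 Trex D2 cells (force-coupled); dopamine controls included. Positive calcium responses during this window marked compounds as potential agonists.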
# TRHR enhancer – TRH receptor (human) allosteric enhancement. P34981. TRHR cells, fluo-8 calcium fluorescence, EC20 TRH enhancement. enhancement, % at 2 µM. actives 0.66% (n = 360,000); in the data active = enhancement above about 30%; note: 0% is about no effect
# Target sequence (P34981 whole entry, looked up): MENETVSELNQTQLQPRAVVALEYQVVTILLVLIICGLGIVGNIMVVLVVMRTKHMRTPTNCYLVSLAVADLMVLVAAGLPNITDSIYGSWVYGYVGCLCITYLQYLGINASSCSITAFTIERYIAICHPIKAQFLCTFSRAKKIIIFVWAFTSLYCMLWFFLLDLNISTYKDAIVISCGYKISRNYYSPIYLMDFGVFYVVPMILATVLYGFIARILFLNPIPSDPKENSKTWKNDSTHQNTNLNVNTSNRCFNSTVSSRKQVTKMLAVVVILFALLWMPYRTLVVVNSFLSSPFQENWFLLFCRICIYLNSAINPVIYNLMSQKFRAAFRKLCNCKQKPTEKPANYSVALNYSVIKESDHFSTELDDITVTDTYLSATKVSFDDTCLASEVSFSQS
#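 Enhancer read-out: after compound pinning and an initial kinetic agonist-mode read, an EC20 of TRH (10 nM final) was injected and fluo-8 calcium signal (Ex 480/Em 530) followed at 1 s/cycle for 100 cycles in TRHR-expressing cells.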
# TrxR1 substrate – rat thioredoxin reductase 1 substrate activity. O89049. purified TrxR1 substrate turnover, NADPH consumption readout. Potency, µM (titrated, usually from 114 µM), for the others: at the highest dose activity change, negative = substrate turnover. actives 0.01% (n = 390,000). AID 588456; note: potency is the fitted concentration of half-maximal effect; % is set by controls: 0 for no effect and ±100 for the full control effect; nearly all actives have a fitted effect of over 50% in size
# Target sequence (O89049 whole entry, looked up): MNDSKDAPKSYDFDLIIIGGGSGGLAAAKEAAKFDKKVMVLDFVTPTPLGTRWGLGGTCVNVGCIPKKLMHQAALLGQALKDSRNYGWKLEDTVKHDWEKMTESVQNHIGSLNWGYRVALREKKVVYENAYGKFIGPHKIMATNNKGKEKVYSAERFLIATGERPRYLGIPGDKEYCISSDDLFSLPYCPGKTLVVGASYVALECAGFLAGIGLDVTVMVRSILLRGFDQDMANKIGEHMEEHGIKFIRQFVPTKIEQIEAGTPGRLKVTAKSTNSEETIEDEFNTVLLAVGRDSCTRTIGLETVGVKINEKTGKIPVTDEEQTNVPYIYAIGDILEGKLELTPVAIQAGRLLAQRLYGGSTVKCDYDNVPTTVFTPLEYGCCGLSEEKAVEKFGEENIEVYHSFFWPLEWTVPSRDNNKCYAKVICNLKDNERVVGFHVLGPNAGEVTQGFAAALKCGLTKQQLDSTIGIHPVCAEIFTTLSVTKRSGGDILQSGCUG
#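 Rat TrxR1, dispensed at 90 nM, was prereduced with 400 uM NADPH (final) for 5 min at ~22 deg C, then incubated with compound 15 min before 400 uM selenite. A first-read NADPH fluorescence drop versus no-compound background flagged substrates.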
# USP1-UAF1 inh – USP1/UAF1 (human) deubiquitinase inhibition; actives 0.23% (n = 390,000); recombinant USP1/UAF1, Ub-Rhodamine cleavage fluorescence; AID 743255; Potency, µM (series often up to 57.1 µM), for inactives: top-dose activity change, negative = inhibition, most hits filed as inhibitors; O94782; note: potency is the fitted concentration of half-maximal effect; % is set by controls: 0 for no effect and ±100 for the full control effect; nearly all actives have a fitted effect of over 60% in size; inactives centre near -12
#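 USP1/UAF1 complex at 1 nM was preincubated with compound for 15 min at room temperature, then Ub-Rho substrate (150nM final) was added. Fluorescence (480/540 nm) was read kinetically, 6 reads every 60 seconds.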
# IDH1 R132H inh – inhibitors of human mutant IDH1 R132H; O75874; IDH1-R132H enzyme, NADPH consumption, diaphorase/resazurin fluorescence; AID 602179; Potency, µM (doses to about 76.6 µM), without a hit: top-dose activity change, negative = inhibition, actives largely listed as inhibitors; actives 0.093% (n = 390,000); note: potency is the fitted concentration of half-maximal effect; % is set by controls: 0 for no effect and ±100 for the full control effect; nearly all actives have a fitted effect of over 65% in size
#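 IDH1-R132H (0.5 ug/mL) preincubated 30 min with compound, then NADPH (0.016 mM) and alpha-KG (2 mM) added; 80 min at RT, pH 7.5. Remaining NADPH coupled via diaphorase/resazurin to fluorescence (540/590 nm); concentration-response curves normalized to no-enzyme control.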
# TrxR1 inh – blocks rat thioredoxin reductase 1. recombinant rTrxR1, NADPH fluorescence consumption, selenite substrate. Potency, µM (series often up to 114 µM), without a hit: top-dose activity change, negative = inhibition, actives largely listed as inhibitors. O89049. actives 1% (n = 390,000); note: potency is the fitted concentration of half-maximal effect; % is set by controls: 0 for no effect and ±100 for the full control effect; nearly all actives have a fitted effect of over 65% in size
#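 Rat TrxR1 (90 nM in the dispensed reagent) was pre-reduced with 400 uM NADPH for 5 min at room temperature, then incubated with compound for 15 min. After 400 uM selenite was added, NADPH fluorescence (Ex 340/Em 450 nm) was followed for 8 min.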
# TRHR agonist – TRH receptor (human) agonism; P34981; TRHR cells, calcium flux fluo-8, FDSS agonist mode; actives 0.18% (n = 360,000); activation, % at 2 µM; AID 493084; in the data active = activation above about 30%; note: 0% is about no effect
#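 Steps: seed TRHR cells overnight; add fluo-8 no-wash Ca dye, RT 30 min–1.5 h; record 10 s baseline; pin-transfer compounds; monitor fluorescence 1 cycle/s for the agonist window. Calcium increases flag candidate agonists.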
# * hit, by the source's call; u = inconclusive; x = no result given; & = joins results of further samples; [ ] = remark or other dose. Unless noted, calls come from the whole dose curve; as a rule, active = well fitted inhibition curve with a large enough effect; inconclusive = small, poorly fitted or top-dose-only effect; inactive = no such curve, though single readings can be large or run the other way.
SMILES,Pin1 inh,D2 antag,D2 agonist,TRHR enhancer,TrxR1 substrate,USP1-UAF1 inh,IDH1 R132H inh,TrxR1 inh,TRHR agonist
COc1cccc(NC(=O)C(Sc2nnnn2C)c2ccccc2)c1 (configuration not stated),-1.6%,-13.0,2.1,1.7,4.8%,-21.5%,-6.3%,22.9%,0.4
COc1ccc(NC(=O)Cn2nc(C(=O)O)c3ccccc3c2=O)cc1S(=O)(=O)N1CCCCC1,3.7%,x,x,x,5.2%[57.1 µM],u,-1.1%,4.3%[57.1 µM],x
Cc1ccc(S(=O)(=O)NCc2ccncc2)cc1,-5.9%,6.4,0.1,8.4,9.2%,-9.5%,7.3%,16.3%,0.9
Cc1cccc(N(C)C(=O)CN(C)S(=O)(=O)c2ccc3c(c2)c(=O)n(C)c(=O)n3C)c1,-5.2%,1.3,-0.3,12.8,3.2%,-19.7%,0.3%,14.7%,-0.5
O=C(CS(=O)(=O)c1cccc(C(F)(F)F)c1)Nc1ccccc1Cl,4.0%,-8.0,4.9,-2.1,2.3%,-15.1%,0.0%,4.2%,-0.5
COc1ccc(Nc2nc(C)nc3c2oc2ccccc23)cc1,-4.3%,10.6,-1.7,-10.9,2.0%,-18.4%,-0.1%,10.3%,-1.8
C[n+]1cccc2cccc([O-])c21,u,-10.8,-0.5,-11.8,-12.3%,6.31µM*,19.8%,-7.7%,-1.6
Cc1nn(Cc2ccc([N+](=O)[O-])cc2)c(=O)n1-c1cccc(Cl)c1,0.9%,32.5*,-0.3,5.9,1.9%[57.1 µM],-0.8%,2.4%,14.4%[57.1 µM],0.2
O=C(Cn1nnc(-c2ccccc2)n1)c1ccccc1,3.2%,-17.5,0.8,2.9,6.0%,-9.8%,1.5%,20.0%,0.3
CCOCCCNC(=O)CS(=O)(=O)Cc1nc(-c2cccc(OC)c2)oc1C,2.4%,-0.9,0.7,-2.6,5.3%,-6.5%,12.2%,u,0.2
Cn1c(C(=O)O)c(CC(=O)N2CCC(Cc3ccccc3)CC2)c2ccccc21,-12.4%,22.5,1.4,1.6,4.2%,-16.1%,4.2%,9.0%,1.1
CC1CCN(C(=O)C2CCC(CNc3c(N4CCCCC4)c(=O)c3=O)CC2)CC1 (configuration not stated),0.8%,-0.1,-0.4,3.3,-11.4%,-11.6%,-1.1%,-1.3%,-0.8

# Two compounds from above, limited to D2 antag and TrxR1 substrate.
canonical_smiles | D2 antag | TrxR1 substrate
COc1cccc(NC(=O)C(Sc2nnnn2C)c2ccccc2)c1 (configuration not stated) | -13.0 | 4.8%
COc1ccc(NC(=O)Cn2nc(C(=O)O)c3ccccc3c2=O)cc1S(=O)(=O)N1CCCCC1 | x | 5.2%[57.1 µM]

# Further compounds
SMILES,Pin1 inh,D2 antag,D2 agonist,TRHR enhancer,TrxR1 substrate,USP1-UAF1 inh,IDH1 R132H inh,TrxR1 inh,TRHR agonist
COc1c2ccoc2nc2c(OC)c(OCC(O)C(C)(C)O)ccc12 (configuration not stated),4.4%,x,x,4.5,270.6%[activator],-15.9%,3.1%,u,0.7
COc1ccccc1CNC(=O)C1CCN(S(=O)(=O)c2c(C)noc2/C=C/c2c(C)cc(C)cc2C)CC1,-10.3%,x,0.5,6.6,0.6%[57.1 µM],u,11.6%,25.1%[57.1 µM],1.3
COc1cccc(-n2c(=O)c3c(C)c(C(=O)N(C)C)sc3n(CC(=O)NCCc3ccc(OC)c(OC)c3)c2=O)c1,-7.3%&-5.1%,2.3,-0.5&-0.4,-1.7&2.5,1.3%&-2.7%[57.1 µM],-6.7%&-9.6%,1.4%&-10.1%,13.8%&8.8%[57.1 µM],1.2&0.2
Cc1ccc2[nH]c3c(c2c1)CCC3=O,2.3%,-8.4,-0.8,0.4,102.7%[activator],-7.9%,3.0%,43.0%[activator],-0.1
CC(C)C1CC(=O)NC(SCC(=O)Nc2ccc(Br)cc2)=C1C#N (configuration not stated),-4.8%,-10.7,0.5,5.6,5.3%[57.1 µM],-18.0%,0.9%,10.3%[57.1 µM],0.6
COc1ccc(-c2oc(=O)c3cc(OC)c(OC)cc3c2C#C[C@]2(O)CC[C@H]3[C@@H]4CCc5cc(OC)ccc5[C@H]4CC[C@@]32C)cc1,0.6%,x,x,x,42.2%[activator],-21.7%,-4.0%[38.3 µM],32.5%,x
Cc1cc2nc(CCl)cc(=O)n2[nH]1,-5.2%,13.4,0.4,-0.7,9.3%,-2.0%,0.1%,-7.8%,0.4
CC(C)(C)c1cc(C(c2cccnc2)N2CCN(CCO)CC2)cc(C(C)(C)C)c1O (configuration not stated),-6.9%,-9.6,0.7,-2.8,4.5%,u,-21.6%,u,0.5
Cc1cc(C)n(-c2ccc(C(=O)Oc3ccc4c(c3)OCO4)cc2)n1,-5.7%,-1.8,-0.5,-3.6,-4.7%,-20.4%,8.0%,-8.4%,0.1
CC1CN(c2ccc(NC(=S)NNCCC#N)cc2)CC(C)O1 (configuration not stated),-1.3%,-2.5,0.0,0.4,9.0%[57.1 µM],-8.3%,4.3%,36.0%[activator][57.1 µM],0.6
COC(=O)c1c(C)sc(-c2c(-c3ccc4c(c3)OCCO4)[nH]c3c2c(=O)[nH]c(=O)n3C)c1O,40.1%[activator],x,7.4,-8.1,-7.4%,u,-0.5%,-5.7%,2.4
COc1ccc(CC(=O)NC2CC2)cc1OC,3.3%,1.8,-0.1,-7.5,3.1%,-12.1%,1.8%,12.5%,0.4
CCCCCCCC[n+]1cccc(C(=O)N2c3c(nc(N)[nH]c3=O)NC(C)C2C)c1 (configuration not stated),-6.5%,2.7,0.7,-1.3,7.9%,-14.3%,0.8%,11.6%,1.1
CC(C)C[C@@H](CNCC(=O)[C@H](Cc1c[nH]c2ccccc12)NC(=O)c1[nH]cnc1C(=O)N[C@H](CN)CC(C)C)NC(=O)c1nc[nH]c1C(=O)N[C@@H](CC(=O)O)C(=O)O,u,x,x,x,1.3%,-18.9%,-5.0%,2.5%,x
CCn1nc(C)cc1C(=O)N1CCCC(Nc2ccc(C(C)C)cc2)C1 (configuration not stated),-2.8%,-16.7,1.4,0.1,-5.1%,-13.2%,2.0%,3.4%,-0.1
OCCN(CCO)c1ncnc2c1sc1nc(N3CCOCC3)c3c(c12)CCCC3,15.7%,x,x,-2.0,-2.8%,-24.7%,-17.9%,u,0.2
CCOC(=O)c1c(S(=O)(=O)N2CCN(Cc3ccccc3)CC2)c(C)n(C)c1C,1.0%,5.4,0.9,-0.7,-1.8%,-12.1%,-2.6%,1.5%,0.1
CN(C(=O)CSc1nc2ccccc2n1Cc1ccccc1C#N)c1ccccc1,-9.9%,x,-0.1,-5.4,0.4%[57.1 µM],0.2%,-6.8%,14.1%[57.1 µM],-0.8
Cc1ccccc1OCC(=O)Nc1cc(-c2cccc(Br)c2)nn1-c1ccccc1,-4.4%,x,1.2,2.1,-2.6%[57.1 µM],-27.0%,8.4%,13.7%[57.1 µM],0.7
COCc1[nH]nc2c1C1(C(=O)N(C)c3ccccc31)C(C#N)=C(N)O2 (configuration not stated),-1.1%,-5.9,-0.1,3.8,19.1%[57.1 µM],-18.7%,5.5%,13.8%[57.1 µM],0.6
COc1ccc(OC)c(NC(=O)c2cnn(-c3ccccc3Cl)c2NC(=O)c2ccco2)c1,5.1%,-3.1,-1.4,7.5,2.1%,-14.3%,-1.0%,-10.8%,0.3
Cc1ccc(NC(=O)Cn2c(=O)n(CCCCC(=O)NCCc3ccc(Cl)cc3)c(=O)c3ccccc32)cc1,-1.8%,x,-0.7,17.4,2.0%,-28.6%,3.9%,17.4%,0.0
COC(=O)C1CCN(C(=O)CSc2nc3nc(C)cc(C)n3n2)CC1,-4.2%,-2.3,0.5,1.5,-2.3%,-27.2%,1.2%,-2.2%,0.0
O=C(CSCCN1C(=O)c2ccccc2C1=O)Nc1ccc2ccccc2c1,1.4%,17.6,1.4,4.6,-2.1%[57.1 µM],-3.2%,1.9%,-6.1%[57.1 µM],0.5
COCCN1CCN(C(=O)C2CCC(=O)N(CCCc3ccccc3)C2)CC1 (configuration not stated),-3.2%,-9.3,0.0,11.6,-7.0%,-2.2%,1.2%,u,-0.5
CCOC(=O)C1CCN(c2ccc([N+](=O)[O-])cc2S(=O)(=O)N2CCOCC2)CC1,3.8%,-1.9,0.5,2.1,-0.7%,-16.0%,5.3%,15.1%,0.4
O=C(/C=C/c1cccc([N+](=O)[O-])c1)Nc1ccc(Cl)cn1,-4.8%,8.9,-0.6,9.9,0.6%,-23.9%,1.1%,28.7%,-0.5
CC(=O)Nc1cccc(NC(=O)CSc2cn(CC(=O)N3CCCC3)c3ccccc23)c1,3.8%,x,0.7,-5.8,2.6%,18.7%,-2.9%,8.8%,0.7
c1ccc(N2CCN(C3CC4CCC3C4)CC2)cc1 (configuration not stated),-0.4%,86.6*,54.1*,-1.8,-0.2%,-25.0%,-4.5%,18.4%,0.0
CN(C)S(=O)(=O)c1ccc(NC(=O)CSc2nnc(-c3ccco3)n2N)cc1,3.0%,x,x,x,7.3%[57.1 µM],u,6.4%,19.1%[2.29 µM],x
CC(=O)Nc1ccc(S(=O)(=O)N(C)CC(=O)NCCOc2ccccc2)cc1,3.3%,x,x,x,8.2%,-18.1%,-13.4%,20.6%,x
COc1cnc(-c2ccccn2)nc1Oc1ccccc1Cl,1.8%,5.1,-0.5,-0.8,-6.5%,-6.1%,-1.6%,-10.1%,-0.6
CCCC(CCC)C(=O)Nc1cccc(-c2nc3cccnc3s2)c1,-3.5%,x,1.4,2.6,-4.6%,24.8%,-20.6%,5.5%,-0.1

# Some of the compounds tested, so the mix of outcomes need not match the whole.
